NCOA3 inh: inhibitors of human steroid receptor coactivator 3 (SRC3) | Q9Y6Q9 | HEK293 GAL4-SRC3 luciferase reporter, luminescence | inhibition, % at 3.6 µM | 360,000 compounds, 0.17% hits;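 active = inhibition above a per-campaign cutoff, the mean of all compounds plus 3 SD, cut at about 60% in these data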;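 also: 0% = DMSO-treated cells and 100% = gossypol-treated cells at 36 µM; higher means less SRC3-driven luciferase light from the GAL4 reporter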
ABHD5-PLIN5 inh: inhibitors of human ABHD5-perilipin-5 interaction; Q00G26+Q8WTS1; Split G. princeps luciferase complementation, luminescence, 4 h; inhibition, % at 4 µM; 360,000 compounds, 0.78% hits; AID 602281;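 active = inhibition above the mean inhibition across every tested compound plus 3 SD, cut at about 22% in these data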;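 also: 0% = DMSO only wells and the 100% control is not disclosed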
MC4R barr agon: human MC4R agonism via beta-arrestin; activation, % at 8.9 µM; P32245; 360,000 compounds, 0.98% hits; U2OS MC4R beta-arrestin complementation, luminescence; percent of melanotan II response, DMSO zero; AID 540308;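 active = activation above a per-plate cutoff, the mean activation of sample wells on that plate plus 3 SD, cut at about 8% in these data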
Target sequence (P32245 whole entry, looked up): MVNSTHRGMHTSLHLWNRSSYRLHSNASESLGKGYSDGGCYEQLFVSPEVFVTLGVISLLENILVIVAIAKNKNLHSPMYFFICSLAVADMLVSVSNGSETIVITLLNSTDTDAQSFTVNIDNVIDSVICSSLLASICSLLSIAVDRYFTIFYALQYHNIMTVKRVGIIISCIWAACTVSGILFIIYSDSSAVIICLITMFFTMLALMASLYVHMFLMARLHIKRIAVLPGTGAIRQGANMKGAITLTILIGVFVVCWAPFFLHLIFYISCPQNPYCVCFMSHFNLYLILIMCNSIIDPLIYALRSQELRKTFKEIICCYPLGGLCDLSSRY
LMP1 NFkB inh: reduces LMP1-driven NF-kappaB luciferase signal. LMP1-induced NF-kappaB luciferase reporter cells, luminescence. inhibition, % at 12.5 µM. 350,000 compounds, 0.69% hits; in the data active = inhibition above about 41%; inconclusive = no clear call, values can overlap the other calls;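 also: 0% = neutral control wells and 100% = reference inhibitor control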
NOD2-RIPK2 inh: NOD2-RIPK2 protein interaction inhibition; 360,000 compounds, 0.38% hits; CHO BLA complementation NOD2-RIPK2, CCF4 ratio; inhibition, % at 4.98 µM; in the data active = inhibition above about 21%;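 also: 0% = vehicle only and 100% = reference blocker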
Target sequence (O43353 whole entry, looked up): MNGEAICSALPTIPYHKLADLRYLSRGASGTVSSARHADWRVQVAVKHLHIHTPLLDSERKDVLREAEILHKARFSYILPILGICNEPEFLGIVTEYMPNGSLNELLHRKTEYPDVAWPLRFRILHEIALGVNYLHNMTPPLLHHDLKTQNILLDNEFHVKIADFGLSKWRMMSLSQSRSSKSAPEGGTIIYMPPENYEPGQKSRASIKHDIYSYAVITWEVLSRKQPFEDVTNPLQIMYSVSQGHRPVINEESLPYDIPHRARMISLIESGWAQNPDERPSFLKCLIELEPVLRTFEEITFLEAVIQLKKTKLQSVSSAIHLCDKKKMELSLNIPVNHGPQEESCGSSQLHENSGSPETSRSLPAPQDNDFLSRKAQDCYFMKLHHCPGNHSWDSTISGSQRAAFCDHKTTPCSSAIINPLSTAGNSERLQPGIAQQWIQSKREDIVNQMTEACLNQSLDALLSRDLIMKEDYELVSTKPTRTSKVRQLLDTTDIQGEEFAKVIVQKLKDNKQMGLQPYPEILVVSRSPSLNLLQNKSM
MC4R antag cAMP: antagonists of human melanocortin 4 receptor (MC4R) | MC4R-expressing cells, MTII-stimulated cAMP, LANCE TR-FRET | P32245 | inhibition, % at 6.5 µM | 360,000 compounds, 0.48% hits;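 active = inhibition above its plate's cutoff, the mean of tested wells on that plate plus 3 SD, cut at about 29% in these data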;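 also: 0% = Melanotan II alone and 100% = Melanotan II plus saturating MCL0020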
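System: U2OS-MC4R stable cell line; Technique: Eu-cAMP/anti-cAMP TR-FRET, emission 671 nm; Repeats: single well per compound; Also added: Melanotan II; Dosing: one concentration, 6.5 µM nominal; Schedule: 30-min compound, 1-h challenge, 1-h detection, room temperature.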
TLR9-MyD88 block: blocks human TLR9 binding to MyD88; Q9NR96+Q99836; CHO BLA complementation TLR9-MyD88, CCF4 FRET ratio; inhibition, % at 4.98 µM; 340,000 compounds, 0.21% hits;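 active = inhibition above the mean over all tested compounds plus 3 SD, cut at about 21% in these data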;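 also: 0% = DMSO only wells and 100% = clavulanate BLA inhibitor control wells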
NR2F2 inh: NR2F2 (human) inhibition, primary screen; P24468; HEK293T NGFI-A luciferase reporter, luminescence; 370,000 compounds, 0.7% hits; inhibition, % at 8.6 µM;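 active = inhibition above a per-plate cutoff, mean inhibition of test wells between control levels plus 3 SD, cut at about 38% in these data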;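 also: cells cotransfected with COUP-TFII expression vector driving the NGFI-A reporter; 0% = median of COUP-TF2 test wells and 100% = reporter-only cells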
NR5A2 inv ag: inverse agonists of human LRH-1 (NR5A2). O00482. HEK293T StAR-luciferase reporter, LRH-1 transfected, 24 h. inhibition, % at 3.6 µM. 360,000 compounds, 0.13% hits. AID 602396;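 active = inhibition above the mean inhibition of all tested compounds plus 3 SD, cut at about 73% in these data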;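 also: 0% = DMSO wells and 100% = reporter-only cells lacking LRH-1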
SRC1 inh: inhibits human SRC1 coactivator. Q15788. 360,000 compounds, 0.12% hits. inhibition, % at 3.6 µM. AID 588354. HEK293 GAL4-SRC1 luciferase reporter, luminescence;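 active = inhibition above the campaign mean plus 3 SD, with each screening campaign given its own cutoff, cut at about 60% in these data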;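 also: 0% = DMSO treated cells and 100% = gossypol at 36 µM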
SRC2 inh: human SRC2 (NCOA2) inhibition; HEK293 GAL4-SRC2 luciferase reporter, luminescence; Q15596; inhibition, % at 9 µM; 370,000 compounds, 0.17% hits;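 active = inhibition above the mean inhibition of all tested compounds plus 3 SD, set per campaign, cut at about 52% in these data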;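 also: 0% = DMSO treated cells and 100% = cells given Gossypol at 36 µM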
Starred values were filed as active, the others as inactive; ? = inconclusive; nt = not tested or not shown.

SMILES	NCOA3 inh	ABHD5-PLIN5 inh	MC4R barr agon	LMP1 NFkB inh	NOD2-RIPK2 inh	MC4R antag cAMP	TLR9-MyD88 block	NR2F2 inh	NR5A2 inv ag	SRC1 inh	SRC2 inh
Cc1ccc(CN(C)C(=O)c2cc(S(=O)(=O)N3CCOCC3)ccc2F)o1	25.3	7.8	2.2	-3.8	-3.0	6.3	8.4	-4.2	4.0	2.5	22.9
CNc1ccc(C2(O)C(=O)c3ccccc3C2=O)cc1	0.2	-7.1	-1.7	-4.8	-5.5	-3.5	-2.9	-2.6	12.9	-11.8	-16.7
CC(=O)C1C(c2ccccc2Cl)NC(=O)NC1(O)C(F)(F)F (configuration not stated)	-25.0	1.6	0.1	-3.0	2.4	18.0	1.2	-3.1	-0.8	8.5	-5.9
COc1ccc(C)cc1N(CC(=O)Nc1ccc2c(c1)OCCO2)S(C)(=O)=O	3.9	1.4	-1.8	-15.4	-3.2	-3.3	-4.4	18.5	22.2	-25.9	-13.2
CCCCC(CCC(=O)Nc1ccc(C(=O)OC)cc1)C(=O)O (configuration not stated)	-1.2	-0.5	-3.3	-4.1	6.2	15.7	6.2	0.5	1.5	-9.7	-2.2
O=C(Cn1c(=O)oc2cc(S(=O)(=O)N3CCCCC3)ccc21)N1CCc2ccccc21	-20.0	7.6	-1.3	-22.6	-5.1	3.9	12.0	6.0	9.2	-12.6	-2.6
CCCn1cc(S(=O)(=O)c2ccccc2)c(=O)c2cc(F)c(N3CCN(C)CC3)cc21	8.9	2.0	-2.4	0.5	7.4	19.1	-0.3	-28.7	-11.7	13.0	-18.2
O=C(CCCOc1ccccc1)Nc1ccccc1C(F)(F)F	13.5	-2.5	-1.7	5.2	-0.5	13.2	-14.2	8.6	-4.2	-3.0	-3.0
NC(=O)C1CCN(C(=O)CSc2ncccn2)CC1	-4.3	-1.5	-2.4	-3.1	-0.3	12.3	-8.9	-0.6	-2.7	2.4	1.5
Cc1ccc(F)c(CNC(=O)C2CCC(=O)N(CCCN3CCCC3=O)C2)c1F (configuration not stated)	-2.1	-3.1	-1.4	-6.3	11.2	5.5	-6.3	-20.4	10.1	4.4	10.3
COc1c(C)cc(C(=O)C2CCCN(C(=O)c3ccc4[nH]ccc4c3)C2)cc1C (configuration not stated)	10.3	2.7	-0.9	-0.5	-10.1	12.1	-7.5	10.7	-0.8	-34.2	6.2
Cc1cccc(Nc2nc(NCc3ccco3)c3ccccc3n2)c1	17.6	0.0	0.3	?	3.6	-3.2	-4.0	62.8*	-5.4	-7.8	34.9
CCc1ccc(N2C(=O)CC(c3ccc(F)cc3)C3=C2COC3=O)cc1 (configuration not stated)	13.5	-5.0	1.7	-2.7	-10.9	10.3	-5.8	nt	8.9	-0.2	nt
CC(=O)OC(C)C1C2=C(C(=O)CC1(C)O)C(=O)c1c(ccc(-c3ccc4c(c3O)C(=O)C3=C(C4=O)C(C(C)OC(C)=O)C(C)(O)CC3=O)c1O)C2=O (configuration not stated)	-11.9	-9.8	-2.3	15.4	-5.6	12.0	1.8	5.9	13.8	0.3	-3.6
Cc1ccc(S(=O)(=O)N(C)C[C@@H]2Oc3c(NC(=O)C4CC4)cccc3C(=O)N([C@@H](C)CO)C[C@@H]2C)cc1	7.7	1.8	-0.9	-2.7	-3.6	3.6	-6.5	-3.0	3.5	6.8	-10.5
COc1ccc(S(=O)(=O)N2CCCCC2)cc1NC(=O)c1ccc(=O)[nH]c1	11.0	-3.3	0.7	-0.4	-1.9	20.4	3.1	-4.2	6.7	-8.8	0.9
Cc1ccc(S(=O)(=O)N2CCN(CC(=O)N3CCCC3)CC2)c(C)c1	14.4	4.0	-0.9	-3.5	3.1	1.1	-3.5	-9.5	13.5	9.2	-2.5
CNC(=O)CC1C(=O)N(c2ccc(F)cc2)C(=S)N1NC(=O)c1ccc(Br)cc1 (configuration not stated)	0.5	0.4	1.0	1.7	-1.0	1.3	2.9	-15.1	-2.4	-3.9	-23.9
CC(=O)CCc1ccc2oc(C(=O)O)c(C)c2c1	2.5	-0.6	-1.4	-0.9	-6.8	-0.1	6.1	7.7	4.8	-22.4	1.3
C[C@@H]1CN([C@@H](C)CO)C(=O)CCCn2nncc2CO[C@H]1CN(C)S(=O)(=O)c1ccccc1	15.4	3.1	-1.4	-1.9	1.0	-1.4	-5.6	-2.2	20.1	-5.5	1.7
O=C1C=C(OCCF)CC(c2ccccc2C(F)(F)F)O1 (configuration not stated)	nt	6.8	nt	nt	0.8	nt	nt	-2.4	17.1	nt	-9.1
CC(C)NC(=O)N(C)C[C@H]1Oc2ccc(NS(=O)(=O)c3cccs3)cc2C(=O)N([C@H](C)CO)C[C@@H]1C	17.3	-2.7	1.5	-4.2	-14.9	3.7	-2.8	-13.8	-5.2	-4.8	-1.7
CCOC(=O)N/N=C/C=C/c1ccccc1	-26.1	0.5	-1.3	-10.1	-4.1	-5.7	-7.0	-26.2	-26.6	-20.0	-26.6
Cc1ccc(C(C(=O)NC2CCCCC2)N(CC2CCCO2)C(=O)CCCC(=O)Nc2ccccn2)cc1 (configuration not stated)	6.1	-7.5	0.0	-7.1	0.2	12.2	-1.4	12.8	-9.1	7.0	-23.2
O=C(Nc1cccc(S(=O)(=O)N2CCCCC2)c1)c1ccc(Cl)nc1	9.3	-7.7	1.1	11.2	2.7	5.3	10.1	29.0	13.5	11.9	4.6

Entries above that have a COOH group (2):
SMILES	NCOA3 inh	ABHD5-PLIN5 inh	MC4R barr agon	LMP1 NFkB inh	NOD2-RIPK2 inh	MC4R antag cAMP	TLR9-MyD88 block	NR2F2 inh	NR5A2 inv ag	SRC1 inh	SRC2 inh
CCCCC(CCC(=O)Nc1ccc(C(=O)OC)cc1)C(=O)O (configuration not stated)	-1.2	-0.5	-3.3	-4.1	6.2	15.7	6.2	0.5	1.5	-9.7	-2.2
CC(=O)CCc1ccc2oc(C(=O)O)c(C)c2c1	2.5	-0.6	-1.4	-0.9	-6.8	-0.1	6.1	7.7	4.8	-22.4	1.3

Next section
SMILES	NCOA3 inh	ABHD5-PLIN5 inh	MC4R barr agon	LMP1 NFkB inh	NOD2-RIPK2 inh	MC4R antag cAMP	TLR9-MyD88 block	NR2F2 inh	NR5A2 inv ag	SRC1 inh	SRC2 inh
COCc1cccc(-c2csc(C(O)c3ccc(OC)cc3)n2)c1 (configuration not stated)	-6.5	-2.4	-1.8	nt	-3.0	-4.1	nt	4.9	-7.3	0.2	-12.1
COc1cccc(C(=O)NNc2c3ccccc3nc3ccccc23)c1	-1.5	8.8	5.2	0.4	-4.4	-4.9	2.1	5.3	-6.9	7.4	-36.5
O=C(O)CSCC(=O)N1CCN(c2cc(C(F)(F)F)nc3ccccc23)CC1	-0.1	-0.3	-1.2	-0.5	-1.6	2.4	2.2	20.7	-8.5	-0.1	14.4
O=C1[C@H]2[C@H](C=CC[C@H]2C(=O)N2CCN(c3ccccc3)CC2)CCN1Cc1ccccc1	-5.3	1.0	-0.3	0.7	3.0	1.5	0.7	5.9	-1.2	-1.2	-16.0
N#C/C(N)=C(/C#N)N=Cc1cccc(Cl)c1	20.7	7.3	3.9	-5.4	-5.4	4.4	-2.1	-17.5	-5.2	-12.1	2.1
Cc1ccc(Cn2ncc3c(N4CCN(CC#N)CC4)ncnc32)cc1	-0.6	-6.3	-1.8	3.7	3.3	1.7	-5.3	0.3	19.5	1.6	1.1
CSc1ccc(S(=O)(=O)N(C)Cc2ccccc2)cc1	4.5	0.7	1.2	3.2	8.4	3.0	-1.9	0.6	3.9	-12.8	-8.8
CCOC(=O)C1CCCCN1Cc1ccc(OC)c(OC)c1 (configuration not stated)	-7.5	0.1	-0.6	4.6	-3.5	-2.3	3.2	-10.7	3.6	-7.3	-21.1
Cc1nn(C(C)C(=O)NCCc2cccs2)c(=O)c2nn(-c3ccccc3)c(C)c12 (configuration not stated)	-4.5	4.5	-1.1	-8.7	-7.9	5.9	9.5	5.4	-5.3	-16.2	13.4
Cc1nc(SCC(O)CCl)c([N+](=O)[O-])[nH]1 (configuration not stated)	5.5	-1.0	-2.6	-8.9	5.5	-0.3	1.0	-11.1	-1.8	7.1	8.1
Cc1ccc2oc(C(=O)NCc3ccc4c(c3)OCO4)c(C)c2c1	12.3	-11.9	0.5	-12.5	-11.2	-0.7	-7.6	-8.4	-15.6	5.8	-4.6
C[C@H](O)C#Cc1cnc2c(c1)C(=O)N([C@H](C)CO)C[C@@H](C)[C@H](CN(C)C(=O)Nc1ccc(C(F)(F)F)cc1)O2	-6.3	-6.1	1.7	13.4	1.8	15.3	0.5	2.9	7.6	3.6	1.1
Cc1ccc(S(=O)(=O)N(C)c2c(C)ccc(S(N)(=O)=O)c2C)cc1	2.2	-13.1	-0.7	-2.8	-7.4	10.9	-7.3	0.6	-14.4	-10.7	13.2
Cc1c(C)n(C)c2ccc(C(=O)NCCCN3CCCC3)cc12	5.7	3.4	-2.9	-4.7	-7.7	10.4	5.1	-10.0	-10.0	-10.8	-18.8
CCCCC1Cc2[nH]c(=S)[nH]c(=O)c2C(c2ccc(C(C)C)cc2)O1 (configuration not stated)	nt	-10.2	nt	nt	2.2	nt	nt	5.2	4.5	nt	2.1
C[C@H](CO)N1C[C@H](C)[C@@H](CN(C)C(=O)Nc2ccc(C(F)(F)F)cc2)Oc2ccc(NS(=O)(=O)c3ccccc3)cc2C1=O	5.6	4.2	0.8	-5.5	-10.9	24.6	1.1	5.9	-23.5	-2.0	10.8
CCCC(=O)n1nc(-c2ccccc2)nc1N	3.4	-3.0	-0.3	-12.8	-13.9	-3.4	5.5	9.5	-29.2	1.2	7.5
Cc1nonc1N1CCN(Cc2cn[nH]c2-c2ccc(F)cc2F)CC1	18.0	1.9	-0.8	-3.4	-7.0	1.3	10.8	-8.5	7.7	3.0	-19.5
COCCNc1oc(/C=C/c2ccc(F)cc2)nc1S(=O)(=O)c1ccccc1	14.7	-6.2	-3.0	12.0	-6.4	4.5	-16.5	-12.9	-27.7	8.0	1.9
O=C1C2C3C=CC(CC3)C2C(=O)N1c1ccc(Br)cc1 (configuration not stated)	-19.2	9.5	-1.0	-2.8	-1.7	-2.4	-1.6	5.5	-2.9	-17.0	-11.9
COc1ccc(-n2nnnc2S(=O)(=O)CC(=O)N2CCCCC2)cc1	-44.4	53.6*	-1.2	61.1*	19.6	38.5*	16.3	-40.3	15.2	-5.1	-29.4
CCn1cc(CNC(=O)c2ccc3nc(Cc4ccc(OC)cc4)oc3c2)cn1	3.6	-6.7	2.0	6.4	-1.7	15.6	1.8	24.9	4.9	18.2	13.8
NN/C(=C\[N+](=O)[O-])Nc1ccc(Cl)cc1	-29.0	-4.0	-2.4	-5.3	10.4	6.9	-0.5	-3.8	-124.5	-23.4	-15.8
CCOc1ccccc1N(CC(=O)OC)S(C)(=O)=O	21.1	-3.3	0.8	-15.2	-0.4	18.4	3.9	16.4	0.9	6.6	-5.7

High-throughput results: PubChem BioAssay, several laboratories

These rows are one share of the data; count on the stated rates, not on these rows.
